ERAP1 HTS inh = ERAP1 (human) enzyme inhibition | recombinant ERAP1, Leu-AMC fluorescence, 60 min | 0.15% of 340,000 active | inhibition, % at 10.7 µM | Q9NZ08;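 active = mean replicate inhibition of at least 30%, or all replicates individually reaching that 30% level; inactive = mean below 30% and not every replicate reaching it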;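 also: 0% = neutral control wells and 100% = L-leucinethiol positive control wells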
RAD54 branch = RAD54 (human) branch migration inhibition; Q92698; RAD54 Holliday junction branch migration, FAM/BHQ fluorescence; inhibition, % at 10.4 µM; 0.14% of 360,000 active; AID 602329;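 active = mean normalized replicate activity at least 40 and at least half of replicates scoring 40 or more; inconclusive = only one of the two criteria met; inactive = mean below 40 and under half of replicates reaching 40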;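 also: 0% = median of neutral control wells and 100% = median of positive control wells; inhibitors cause a drop in the FAM fluorescence signal; in these data hits start at about 50%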
Target sequence (Q92698 whole entry, looked up): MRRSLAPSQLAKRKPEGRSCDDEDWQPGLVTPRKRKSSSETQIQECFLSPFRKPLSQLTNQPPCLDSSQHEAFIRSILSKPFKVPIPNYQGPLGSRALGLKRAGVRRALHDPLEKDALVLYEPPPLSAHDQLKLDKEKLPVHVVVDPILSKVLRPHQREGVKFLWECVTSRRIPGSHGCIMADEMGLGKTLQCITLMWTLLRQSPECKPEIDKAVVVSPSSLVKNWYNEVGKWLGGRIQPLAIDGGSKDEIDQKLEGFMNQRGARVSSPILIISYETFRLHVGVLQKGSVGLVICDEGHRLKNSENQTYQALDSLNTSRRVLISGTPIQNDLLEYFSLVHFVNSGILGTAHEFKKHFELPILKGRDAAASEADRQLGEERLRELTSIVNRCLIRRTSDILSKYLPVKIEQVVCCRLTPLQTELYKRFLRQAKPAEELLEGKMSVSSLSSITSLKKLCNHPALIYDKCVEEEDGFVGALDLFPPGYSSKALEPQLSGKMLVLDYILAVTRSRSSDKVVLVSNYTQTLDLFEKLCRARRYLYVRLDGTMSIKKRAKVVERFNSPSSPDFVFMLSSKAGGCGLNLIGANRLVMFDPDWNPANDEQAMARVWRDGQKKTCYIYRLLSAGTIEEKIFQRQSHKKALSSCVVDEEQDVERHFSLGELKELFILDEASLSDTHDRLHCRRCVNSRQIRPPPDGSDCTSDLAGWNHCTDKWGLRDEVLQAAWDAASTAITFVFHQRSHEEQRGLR
GSIS activator = GLuc luminescence reporter in INS-1E cells, primary screen for activators of glucose-dependent secretion of insulin; INS-1E GLuc reporter insulin secretion, 2-3 h; activation, % at 16.6 µM; 0.61% of 370,000 active;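 active = lowest replicate activation of at least 40%, so every replicate reaches that level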;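 also: 0% = median of neutral control wells and 100% = median of IBMX positive control wells; some compounds called inactive have numbers as strong as hits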
CFTR F508del cor = correctors of CFTR F508del function in bronchial epithelial cells; CFBE cells, YFP halide quenching; stimulated with forskolin plus potentiator P3; % fluorescence drop versus neutral controls; activity (quench increase), % at 7.58 µM; 0.36% of 350,000 active; AID 720511;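 active = mean added fluorescence quench of at least 8% versus neutral control, with both replicates also reaching 8%; inconclusive = only one of the mean or replicate conditions met; inactive = mean below 8% and not both replicates reaching 8%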;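 also: cells transiently co-express mutant CFTR-F508del with the halide-sensitive YFP; corrector assay measuring rescue of mutant channel to the surface after 24 h compound exposure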
RAD52 anneal inh = blocks human RAD52 DNA annealing | recombinant RAD52 DNA annealing, FRET fluorescence | inhibition, % at 18.7 µM | 0.46% of 360,000 active | AID 651710;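 active = every replicate showing at least 50% inhibition; inconclusive = mean inhibition at least 50% but not in every replicate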
ARNT-TACC3 inh = ARNT/TACC3 interaction disruption; Q9Y6A5; AlphaScreen His-ARNT PAS-B/GST-TACC3 binding, luminescence; TACC3 fragment carries E629A point mutation; inhibition, % at 9.99 µM; 0.66% of 390,000 active; AID 623870;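 active = mean inhibition of replicates at least 50% and at least half of replicates each reaching 50%; inconclusive = half or more replicates reach 50% but mean below 50%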;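 also: 0% = complete ARNT plus TACC3 wells and 100% = ARNT alone without TACC3; many hits fall short of the cut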
esBAF inh = inhibitors of esBAF chromatin remodeling in mouse ES cells | 2% of 350,000 active | reporter increase, % at 12.5 µM | Bmi1-luciferase knock-in reporter, 24 h; 100% = twice the neutral-well signal; in the data active = activation above about 40%; inconclusive = no clear call, values can overlap the other calls;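 also: 0% = median of the plate's neutral control wells and 100% = double that signal; a rise in the Bmi1 reporter signal indicates esBAF inhibition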
Xi reactivation = X-chromosome reactivation activator; XiGFP mouse fibroblasts, % GFP-positive cells imaging, 3 d; cells co-treated with 5-aza-dC sensitizer; scaled so ellipticine positive control = 100%; activation, % at 7.58 µM; 0.055% of 360,000 active;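 active = mean normalized replicate activation at least 10% and every replicate at or above 10%; inconclusive = only one of the two criteria met; inactive = mean below 10% and not all replicates reach 10%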;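 also: 0% = median of on-plate neutral control wells and 100% = ellipticine 6 µM median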
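System: XiGFP fibroblasts, SV40-immortalized. Medium: DMEM plus 5-aza-dC sensitizer. Doses: single point. Timing: 3 d treatment, 15 min room-temperature fixation. Control set: ellipticine 6 µM.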
The depositor's hits bear a star; ? = inconclusive; . = not tested or not shown; & = joins results of further samples.

The opening two records as a preview:
molecule,ERAP1 HTS inh,RAD54 branch,GSIS activator,CFTR F508del cor,RAD52 anneal inh,ARNT-TACC3 inh,esBAF inh,Xi reactivation
OC[C@@H]1[C@@H](c2ccccc2)C2(CN(CCC(F)(F)F)C2)N1Cc1nccs1,0,.,-4,1.5,-16,.,.,0.1
Cc1ccc(S(=O)(=O)Nc2ccc3c(c2)CC(=O)N([C@@H](C)CO)C[C@H](C)[C@@H](CN(C)S(=O)(=O)c2ccccc2)O3)cc1,.,11,-3,-2.3,.,11,9,0.3

Results (from the top)
molecule,ERAP1 HTS inh,RAD54 branch,GSIS activator,CFTR F508del cor,RAD52 anneal inh,ARNT-TACC3 inh,esBAF inh,Xi reactivation
OC[C@@H]1[C@@H](c2ccccc2)C2(CN(CCC(F)(F)F)C2)N1Cc1nccs1,0,.,-4,1.5,-16,.,.,0.1
Cc1ccc(S(=O)(=O)Nc2ccc3c(c2)CC(=O)N([C@@H](C)CO)C[C@H](C)[C@@H](CN(C)S(=O)(=O)c2ccccc2)O3)cc1,.,11,-3,-2.3,.,11,9,0.3
CC(C)C#Cc1cnc2c(c1)C(=O)N([C@@H](C)CO)C[C@@H](C)[C@H](CN(C)C(=O)c1ccccc1)O2,-2,-5,-4,0.5,6,-2,6,-0.9
CN(C)NC(=S)NC1(C)CCS(=O)(=O)C1 (stereo unspecified),1,-7,14,0.2,-11,-1,4,0.2
COc1ccc(OCc2nnc(SC3CCOC3=O)n2-c2ccccc2)cc1 (stereo unspecified),7,.,-1,-1.1,0,2,.,.
CN(Cc1cnn(Cc2ccccc2)c1)C(=O)c1cccc(S(=O)(=O)N2CCOCC2)c1,-1,-2,-4,3.6,-1,-6,-12,0.6
COCCNCC(O)CON=C1c2ccccc2-c2ccccc21 (stereo unspecified),4,.,7,-0.2,-13,2,.,0.3
C/C=C/c1ccc(C2[C@H]3CNC[C@@H]2N3S(=O)(=O)c2cn(C)cn2)cc1 (stereo partly specified),3,.,-4&7,0.0,-24,.,.,0.0&0.0
NC1=NC(=O)/C(=C/c2cn(CCC(=O)O)nc2-c2ccc(Cl)cc2)S1,4,.,-34,.,-102,6,.,0.2
Cc1ccc2[nH]c(C)c(CCN(Cc3cccnc3)C(=S)NC(C)(C)C)c2c1,1,-3,9,3.5,-46,2,0,0.3
Cc1cccc(N(C(=O)Cn2nnc(-c3ccccc3F)n2)C(C(=O)NC(C)(C)C)c2ccncc2)c1 (stereo unspecified),0,.,0,-2.1,-1,-13,.,0.0
O=C(NCc1ccccc1)C1CCCN(S(=O)(=O)c2ccc(Br)cc2)C1 (stereo unspecified),-1,-6,-42,3.5,4,.,4,-0.2
CCc1ccc(OCc2nnc(SCC(=O)NC3CCCCC3)o2)cc1,1,6,-12,1.8,-10,-7,18,0.0
C[C@H](CO)N1C[C@H](C)[C@@H](CN(C)C(=O)c2ccccn2)Oc2ncc(-c3ccccc3)cc2C1=O,-4,5,11,-0.4,-7,-6,0,0.8
O=C(C[C@H]1CC[C@H](NC(=O)c2cccc(F)c2)[C@@H](CO)O1)NCc1ccccc1,-2,-4,-3,-2.9,-3,1,-4,0.4
Cc1cccc(S(=O)(=O)N2CCCCN3[C@H](CO)[C@H](c4ccc(C#C[C@H](C)O)cc4)[C@@H]3C2)c1,1,-11,4,-2.1,-11,3,12,0.1
CC(=O)Nc1cccc(C(=O)OC(C)C(=O)NC2CCCc3ccccc32)c1 (stereo unspecified),3,1,3,2.3,0,10,1,-0.1
O=c1ccc(-c2ccccc2)nn1Cc1ccc(F)cc1Cl,2,-13,12,4.1,1,12,3,0.1
COc1cccc(-c2cnc3c(c2)C(=O)N([C@@H](C)CO)C[C@@H](C)[C@H](CN(C)CC2CCOCC2)O3)c1,1,-8,28,-0.5,11,-7,-1,-0.4
C[C@@H]1CN([C@H](C)CO)C(=O)c2cc(NS(=O)(=O)c3cccs3)ccc2O[C@H]1CN(C)Cc1ccc(Oc2ccccc2)cc1,7,0,-13,-1.6,13,-6,1,0.0
O=S(=O)(c1ccccc1)N1CCCCN2[C@H](C1)[C@@H](c1ccc(-c3cncnc3)cc1)[C@@H]2CO,0,3,3,1.7,-1,-6,.,0.2
O=C([C@@H]1[C@@H](CO)[C@@H]2Cn3c(cccc3=O)[C@H]1N2CC1CC1)N1CCc2ccccc2C1,-1,-4,13,.,-8,-2,-3,0.2
C[C@H]1CN([C@@H](C)CO)C(=O)c2cccc(NC(=O)c3ccc(-c4nccs4)cc3)c2O[C@H]1CN(C)Cc1ccccc1,-2,-19,-6,-0.6,12,-1,-1,0.1
CN1C(=O)c2cc(NC(=O)Cc3ccccc3)ccc2OC[C@H]2O[C@H](CC(=O)NCC3CC3)CC[C@@H]21,0,3,-3,0.5,-6,-4,2,0.1

Taken from above:
C[C@H]1CN([C@@H](C)CO)C(=O)c2cccc(NC(=O)c3ccc(-c4nccs4)cc3)c2O[C@H]1CN(C)Cc1ccccc1 | esBAF inh = -1
O=c1ccc(-c2ccccc2)nn1Cc1ccc(F)cc1Cl | Xi reactivation = 0.1

Remaining list, next part
molecule,ERAP1 HTS inh,RAD54 branch,GSIS activator,CFTR F508del cor,RAD52 anneal inh,ARNT-TACC3 inh,esBAF inh,Xi reactivation
Cc1ccc(/C=N/N=C2\SCC(=O)N2CC2CC2)cc1,-1,.,.,-0.1,-1,5,.,0.1
COc1cccc2cc(/C(C)=N/NC(=O)c3ccco3)oc12,0,.,1,-2.3,-54,1,.,0.0
O=C1C2CCCN2C(=O)N1CCCN1CCN(c2cccc(Br)c2)CC1 (stereo unspecified),-5,-12,-11,1.5,-12,-7,2,-0.1
CCc1cnc(N2[C@H](C#N)[C@H](c3ccc(C#CC(C)C)cc3)[C@H]2CO)s1,-3,5,-13,-0.2,-32,9,8,0.4
O=C(NCc1nnnn1-c1ccc(F)c(F)c1)c1cc2ccccc2o1,3,3,-25,0.1,-12,-3,0,0.0
Cc1cnc(C(=O)Nc2ccc(C(C)C)cc2)cn1,-5,.,21,1.5,-4,-2,.,0.0
CCS(=O)(=O)N1CCCCN2[C@H](CO)[C@H](c3ccc(-c4ccc(C#N)cc4)cc3)[C@H]2C1,-1,6,3,1.1,-74,-2,-3,0.0
COc1ccc(/C=C/C(=O)Nc2sc(Cc3ccccc3)c(C)c2C(N)=O)cc1,-3,.,16,.,-16,24,0,-0.2
CCCc1cc(=O)oc2cc(OCC(=O)NCCCn3ccnc3)ccc12,-2,6,7,-1.1,-11,6,-2,0.1
O=C(O)CSc1c(-c2cccs2)[nH]c2ccccc12,-19,10,-6,6.3,-2,8,3,0.4
COCC#Cc1ccc2c(c1)O[C@H](CN(C)Cc1cncnc1)[C@@H](C)CN([C@@H](C)CO)S2(=O)=O,-4,2,9,2.1,-8,-1,5,-0.6
C[C@H]1CN([C@@H](C)CO)S(=O)(=O)c2ccc(C#Cc3ccc(F)cc3)cc2O[C@H]1CN(C)C(=O)NC1CCCC1,-3,-3,-11,8.6*,-1,-2,5,0.0

An excerpt of these results, field by field.
Cc1cnc(C(=O)Nc2ccc(C(C)C)cc2)cn1
  ERAP1 HTS inh = -5
  RAD54 branch = .
  GSIS activator = 21
  CFTR F508del cor = 1.5
  RAD52 anneal inh = -4
  ARNT-TACC3 inh = -2
  esBAF inh = .
  Xi reactivation = 0.0
CCS(=O)(=O)N1CCCCN2[C@H](CO)[C@H](c3ccc(-c4ccc(C#N)cc4)cc3)[C@H]2C1
  ERAP1 HTS inh = -1
  RAD54 branch = 6
  GSIS activator = 3
  CFTR F508del cor = 1.1
  RAD52 anneal inh = -74
  ARNT-TACC3 inh = -2
  esBAF inh = -3
  Xi reactivation = 0.0
COc1ccc(/C=C/C(=O)Nc2sc(Cc3ccccc3)c(C)c2C(N)=O)cc1
  ERAP1 HTS inh = -3
  RAD54 branch = .
  GSIS activator = 16
  CFTR F508del cor = .
  RAD52 anneal inh = -16
  ARNT-TACC3 inh = 24
  esBAF inh = 0
  Xi reactivation = -0.2

(cont.)
molecule,ERAP1 HTS inh,RAD54 branch,GSIS activator,CFTR F508del cor,RAD52 anneal inh,ARNT-TACC3 inh,esBAF inh,Xi reactivation
Cc1ccc(S(=O)(=O)N2CCCCC2)cc1NC(=O)CNc1ccc(C(F)(F)F)cc1,0,-1,-18,-0.9,-15,1,-1,0.1
COc1ccc(C(Cl)=C(c2ccc(OC)cc2)c2ccc(OC)cc2)cc1,0,11,.,0.4,2,-1,-4,0.1
CS(=O)(=O)N1CCC(C(=O)NCCc2ccccc2)CC1,-1,12,3,.,-11,-1,-3,.
CCC(=O)Nc1ccc(S(=O)(=O)NCc2ccco2)cc1,-1,6,14,.,-5,-9,-5,.
CC(=O)N1CCN(C(=O)c2cc(S(=O)(=O)N(C)Cc3ccccc3)ccc2Cl)CC1,0,0,-4,2.4,-5,-5,0,0.2
Cc1ccc(S(=O)(=O)N2CCCC2CNC(=O)C(=O)NCc2ccccn2)cc1 (stereo unspecified),2,2,6,-1.5,-17,23,4,0.0
Clc1ccc(-c2nc3ccc(Cl)cn3c2Cc2ccccc2)cc1,0,5,-3,0.4,-83,.,11,0.4
CCOC(=O)N1CCN(c2c(NCc3ccc(Cl)cc3)c(=O)c2=O)CC1,-1,0,-1,4.9,-3,-6,2,0.4
Cc1cccc(N(C(=O)c2csnn2)C(C(=O)NC2CCCCC2)c2ccccn2)c1C (stereo unspecified),-3,-1,2,-1.4,-1,.,1,-0.1
CCCCc1c(C)nc2ccc(OC)cc2c1SCCC(=O)O,.,-1,0,1.5,-6,-3,.,-0.1
CCOc1ccc(Br)cc1C(=O)N/N=C/c1ccc([N+](=O)[O-])cc1,-1,.,10,2.5,-1,-16,.,0.3
O=C(NCC1CC1)c1ccc(Oc2cc(Cl)cc(Cl)c2)o1,6,-1,-35,-1.4,-11,-3,9,0.0
C[C@@H]1CN([C@@H](C)CO)C(=O)c2cc(NS(=O)(=O)c3cn(C)cn3)ccc2O[C@@H](C)CCCCO[C@H]1CN(C)C(=O)c1ccccc1,1,-10,23,0.4,-5,-10,-1,?
COc1ccc2c3c(n(C)c2c1)[C@@H](CO)N(C(=O)c1ccccn1)CC31CN(C(=O)c2ccccn2)C1,-1,.,7,2.4,-8,.,.,0.2
OCCC1CN(Cc2ccc3c(c2)CCO3)CCN1Cc1ccc(F)cc1 (stereo unspecified),3,.,-4,1.2,-25,-1,.,-0.1
N#Cc1cnn(-c2ccc(F)cc2)c1N,2,-4,-18,1.6,-14,-7,.,0.0
COc1ccc2c3c([nH]c2c1)[C@@H](CO)N(C(=O)c1ccncc1)CC31CN(C(=O)c2ccncc2)C1,-2,.,10,-1.5,9,.,.,0.1

Screening results as filed in PubChem.
